# Bioassay records as filed in PubChem.
# IMPase Li cell: qHTS Assay for Identifying the Cell-Membrane Permeable IMPase Inhibitors: Potentiation with Lithium; CHO-M1 cells, IP1 TR-FRET (IP-One), carbachol + lithium; Potency, µM (series often up to 59.4 µM), without a hit: at the highest dose activity, negative = IMPase inhibition, hits mostly inhibitors; actives 0.35% (n = 210,000); AID 1457, 2008;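 also: IP1 builds up when IMPase is blocked and the TR-FRET signal falls; potency is read from the fitted curve at half-maximal effect; plate controls were basal vehicle for no effect and high inhibitor control for full effect; nearly all actives have a fitted effect of over 50% in size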
#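 CHO cells stably expressing M1 receptor (2000/well) were cultured 16–30 h, then exposed to compounds with a small lithium addition for 30 min at 37C. IP1 was measured by TR-FRET competition; AC50 from Hill fits.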
# Luc counter: Counterscreen for Luciferase (Kinase-Glo TM) Inhibition; Kinase-Glo luciferase, ATP luminescence, 8 min; actives 0.28% (n = 200,000); Luciferin 4-monooxygenase (Photuris pensylvanica), Q27757; AID 1379, 2008; Potency, µM (highest dose often 38.3 µM), for inactives: at the highest dose activity change, negative = inhibition, usual class: inhibitors; also: potency is read from the fitted curve at half-maximal effect; % is scaled to controls: 0 for no effect and ±100 for the full control effect; nearly all actives have a fitted effect of over 60% in size
#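 Luminescence was the read-out, taken after 8-minute incubation at ambient temperature. Luciferase turned over luciferin with 10 uM ATP in imidazole pH 7.2 buffer containing KCl, MgCl2, Tween 20 and BSA.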
# Lamin A splicing: qHTS Assay for Modulators of Lamin A Splicing; HeLa LMNA splicing GFP/RFP minigene ratio, 48 h; Potency, µM (titrated, usually from 46.1 µM), inactives show top-dose ratio change, negative = inhibition, hits mostly inhibitors; actives 0.01% (n = 200,000); active = well fitted inhibition curve with a large enough effect in the signal ratio, with a control signal flat, not every such curve was filed as active; inconclusive = small, poorly fitted or top-dose-only effect, or effect the other way, or a change in a side signal; the % refers to the signal ratio; also: potency is read from the fitted curve at half-maximal effect; % is scaled to controls: 0 for no effect and ±100 for the full control effect
#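 S3 HeLa stable clones carrying a lamin A-EGFP splicing minigene plus DsRed2 were seeded at 600 cells/well in Opti-MEM with 2% FBS, pin-dosed and incubated 48 h at 37°C. Acumen cytometry (488 nm) gave the GFP/RFP total-intensity ratio.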
# CBFb-RUNX1 inh: qHTS Assay for Compounds Blocking the Interaction Between CBF-beta and RUNX1 for the Treatment of Acute Myeloid Leukemia | Potency, µM (doses to about 59.8 µM), for the others: at the top dose activity, negative = inhibition, hits mostly inhibitors | AID 1477, 2009 | 230,000 tested, under 10 active | Runt-related transcription factor 1 (Homo sapiens) + Core-binding factor subunit beta … | AlphaScreen CBFb-His/RUNX1-biotin binding, biochemical; also: % of control where 0% means no effect
# Target sequence (Q01196 whole entry, looked up): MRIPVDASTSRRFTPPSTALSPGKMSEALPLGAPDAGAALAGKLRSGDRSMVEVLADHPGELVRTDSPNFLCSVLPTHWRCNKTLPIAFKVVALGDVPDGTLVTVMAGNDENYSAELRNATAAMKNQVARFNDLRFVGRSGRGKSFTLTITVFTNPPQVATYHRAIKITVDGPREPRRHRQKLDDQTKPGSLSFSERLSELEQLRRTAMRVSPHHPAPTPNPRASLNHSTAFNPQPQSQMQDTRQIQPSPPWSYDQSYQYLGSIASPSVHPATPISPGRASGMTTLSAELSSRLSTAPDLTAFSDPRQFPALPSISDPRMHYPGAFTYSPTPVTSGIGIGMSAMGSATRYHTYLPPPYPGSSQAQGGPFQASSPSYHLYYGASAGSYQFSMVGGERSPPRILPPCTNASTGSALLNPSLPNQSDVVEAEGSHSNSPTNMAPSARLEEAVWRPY
# Target sequence (Q13951 whole entry, looked up): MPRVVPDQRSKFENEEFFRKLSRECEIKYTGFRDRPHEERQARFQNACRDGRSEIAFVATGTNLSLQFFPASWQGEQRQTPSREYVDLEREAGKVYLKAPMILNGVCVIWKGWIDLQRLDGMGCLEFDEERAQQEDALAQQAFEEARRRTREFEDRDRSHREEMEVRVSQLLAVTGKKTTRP
#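 CBFb-His/RUNX1-biotin, 30 nM each, preincubated 20 min RT; compound 15 min RT; Ni + streptavidin beads 50 ng each, 90 min RT; AlphaScreen read.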
# HTT cytoprotect: qHTS Multiplex Assay to Identify Dual Action Probes in a Cell Model of Huntington: Cytoprotection (ATP) | PC12 HTT-Q103 induced, cytoprotection, ATP luminescence, 40 h | Potency, µM (top dose mostly 56.4 µM), for inactives: cytoprotection (ATP increase), actives largely listed as activators | actives 0.14% (n = 230,000) | AID 1471, 2008;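 also: potency is read from the fitted curve at half-maximal effect; % of control where 0% means no effect; nearly all actives have a fitted effect of over 45% in size; toxic huntingtin expression switched on by the ecdysone agonist tebufenozide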
#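 Readout: ATPlite luminescence (ATP level). Model: stable PC12, inducible Htt exon1 Q103-GFP. Inducer: tebufenozide, 100 nM final. Compounds: dose series. No G418 in medium.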
# HttQ103 aggreg: qHTS Multiplex Assay to Identify Dual Action Probes in a Cell Model of Huntington: Aggregate Formation (GFP); PC12 HttQ103-GFP aggregates, Acumen cytometry, 40 h; Potency, µM (top dose mostly 46.1 µM), without a hit: at the highest dose activity change, negative = inhibition, usual class: inhibitors; actives 1.1% (n = 220,000); AID 1688, 2009; also: potency is read from the fitted curve at half-maximal effect; % is scaled to controls: 0 for no effect and ±100 for the full control effect; nearly all actives have a fitted effect of over 60% in size
#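 Multiplexed with ATP-based cell death, this channel scores GFP aggregates in PC12 cells expressing inducible HTTex1-Q103-GFP. Induction used 100 nM tebufenozide; compounds were tested in concentration series.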
# SMN2 splice up: qHTS Assay for Enhancers of SMN2 Splice Variant Expression | Potency, µM (doses to about 46.1 µM), inactives show top-dose activity change, positive = activation, most hits filed as activators | AID 1458, 2008 | actives 2.8% (n = 210,000) | HEK293 SMN2-luciferase splicing reporter, luminescence, 30-36 h; also: potency is read from the fitted curve at half-maximal effect; % of control where 0% means no effect; nearly all actives have a fitted effect of over 55% in size
#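 HEK293 cells carry an SMN2 […]–luciferase reporter in which exon 7 inclusion puts luciferase in frame. Cells were plated 10-12 h before compound addition, then incubated 30-36 h at 37C. ONE-Glo luminescence was read; sodium butyrate at 4.5 mM final served as control.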
# The depositor's hits bear a star; ? = inconclusive; nt = not tested or not shown; & = joins results of further samples; [ ] = remark or other dose. Unless noted, calls follow the shape of the dose curve; as a rule, active = well fitted curve in the direction sought with a large enough effect; inconclusive = small, poorly fitted or top-dose-only effect, or another doubt; inactive = no such curve, though single readings can be large; an effect the other way counts as inactive or inconclusive.
SMILES,IMPase Li cell,Luc counter,Lamin A splicing,CBFb-RUNX1 inh,HTT cytoprotect,HttQ103 aggreg,SMN2 splice up
Cc1nc(SCC(=O)Nc2cccnc2Cl)nc(C)c1C,6.0%,-1.4%,-11.7%[46 µM],3.1%,-20.8%,10.1%,25.3%
CCCN(CCC)CC(O)Cn1cc(/C=C/C(=O)c2cccs2)c2ccccc21 (stereo not given),2.1%,0.4%,?,8.0%,-8.2%[10 µM],24.4%,-0.6%
CCOC(=O)C1=C(C)NC2=C(C(=O)OC2)C1c1ccccc1 (stereo not given),6.0%,-4.7%,nt,1.0%,-43.9%[inhibitor],18.6%,22.8%
C[N+]1(C)C[C@@H](O)C[C@@H]1C(=O)[O-],-3.6%,-1.9%[17.1 µM],?,6.7%[21.7 µM],-23.6%[17.1 µM],nt,-4.1%[20.6 µM]
O=C(NNc1nc(-c2ccccc2)cs1)c1ccco1,-0.5%,-0.2%,?,-23.8%,15.2%[0.074 µM],-3.1%,23.4%
Cc1cccc(-c2noc(CNC(=O)Nc3ccc(F)cc3)n2)c1,-13.8%,2.5%,?,9.7%,3.6%,4.0%,2.0%
ON1C(c2ccccc2)CC2(O)c3nonc3CCC12 (stereo not given),-10.4%[38.3 µM],-1.1%,1.1%,-1.1%,-5.6%,-7.5%,-7.9%
CCOC(=O)c1c(C)[nH]c(C(=O)NNC(=O)c2ccccc2)c1C,9.4%[38.3 µM],-9.1%,6.8%,7.9%,-54.4%[inhibitor],14.2%,11.2µM*
C/C(=N\NC(=O)c1ccccc1F)c1ccc(C#N)cc1,5.1%,-4.0%,nt,21.7%,-68.0%[inhibitor],19.7%,?
Cc1ccc(OCC(=O)NNC(=O)CCC(=O)NCc2ccccc2)cc1,-2.0%[38.3 µM],-3.6%,1.0%,-8.1%,-1.3%,?,16.1%
COc1ccccc1-c1nccc(Nc2ccc(F)cc2)n1,-4.6%,nt,?,nt,-64.0%[inhibitor],nt,nt
C#CCNC(=O)C1=C[C@H](c2coc3ccccc3c2=O)C[C@H](OCCCCO)O1,0.8%,nt,nt,2.2%,9.2%[10 µM],0.0%[9.22 µM],nt
O=[N+]([O-])c1cccc(CNCc2ccccc2)c1,4.0%,-0.6%,nt,-0.7%,-17.5%[10 µM],-12.7%[9.22 µM],nt
Cc1c(Cc2ccccc2)c(NCCCO)n2c(nc3ccccc32)c1C#N,nt,nt,nt,?,-12.0%[10 µM],-4.7%[9.22 µM],nt
C=C(C)Cn1c(CCNC(=O)CCC)nc2ccccc21,26.8%[38.3 µM],4.1%,3.6%,2.7%,-1.5%,-8.3%,14.6%
COCC[N+]1(C)CCCCC1,0.3%,5.3%,25.6%[46 µM],18.5%,-18.7%,12.4%,4.6%
Cn1cnc([N+](=O)[O-])c1Sc1ccc(C(C)(C)C)cc1,nt,nt,nt,5.3%,-1.1%[10 µM],5.0%[9.22 µM],nt
COc1ccc(NC(=O)C2CCCN2S(=O)(=O)c2ccc(C)cc2)cc1 (stereo not given),19.4%[38.3 µM],-5.4%,-5.1%,-2.2%,12.7%[10 µM],11.8%,-14.2%
C=CCOc1ccc(/C=N\NC(N)=S)cc1,4.4%,-2.0%,?,-3.0%,32.5%[10 µM],1.6%[9.22 µM],nt
CC/C(=C(\c1ccccc1)c1ccc(OCCN(C)C)cc1)c1ccccc1,19.6%&-2.5%&12.9%&5.6%&29.6%&-1.5%&-4.8%,-3.1%,?,-1.6%,-145.2%[inhibitor],?,-43.0%[inhibitor]
COC(=O)C1=C(CSc2nccn2C)NC(=O)NC1c1cc(C)ccc1C (stereo not given),2.4%[38.3 µM],-2.5%,10.6%,-6.4%,10.6%,2.5%,-6.1%
O=C1/C(=C/c2ccccc2)N=C(N2CCOCC2)N1c1cccc(Cl)c1,2.6%,8.2%,?,0.9%,nt,-6.3%,-36.8%
CCOc1cc(/C=N/NC(=O)c2cccnc2)cc(Br)c1OCC(N)=O,5.1%,-0.1%,-10.8%[46 µM],16.8%,-6.9%,?,-0.8%
COc1ccc(C(=O)Nc2cc(Cl)ccc2C(=O)O)cc1,1.0%,nt,nt,8.2%,-26.5%[10 µM],-3.3%[9.22 µM],nt
O=C1c2ccccc2C(=O)N1c1ncc(Cc2ccc(Cl)cc2)s1,4.9%,-0.3%,5.7%,-14.0%,23.3%[10 µM],13.3%,-0.7%
O=C(Nc1ccc(Cl)c(Cl)c1)Oc1ccc(NC(=O)c2ccco2)cc1,15.1%[38.3 µM],-7.9%,?,5.0%,5.3%,-20.8%,4.3%
Cc1n[nH]c(C)c1-c1nc2ccccc2[nH]1,-0.2%,-0.3%,-6.4%,15.5%,17.4%[10 µM],0.4%,-14.1%
OCCOCCOCCn1c2ccccc2c2ccccc21,4.1%[38.3 µM],-3.3%,-12.9%,10.8%,20.6%,0.6%,28.3%
NCCNc1cc(N2CCCC2)ccc1[N+](=O)[O-],17.1%,-2.8%,-10.6%[46 µM],-9.1%,-28.6%,4.5%,-21.2%
COc1cccc(NC(=S)NCc2cccnc2)c1,7.4%,-0.7%,3.3%,8.0%,20.9%[0.074 µM],18.3%,22.5%

# 3 compounds from above, ordered by the number in CBFb-RUNX1 inh, largest number first.
structure | CBFb-RUNX1 inh
COCC[N+]1(C)CCCCC1 | 18.5%
CCOc1cc(/C=N/NC(=O)c2cccnc2)cc(Br)c1OCC(N)=O | 16.8%
O=C(Nc1ccc(Cl)c(Cl)c1)Oc1ccc(NC(=O)c2ccco2)cc1 | 5.0%

# Additional entries:
SMILES,IMPase Li cell,Luc counter,Lamin A splicing,CBFb-RUNX1 inh,HTT cytoprotect,HttQ103 aggreg,SMN2 splice up
COc1ccc2[nH]c3c(NCc4ccco4)ncnc3c2c1,0.2%[38.3 µM],-6.1%,14.6%,-8.0%,-23.2%,-28.4%,2.1%
COc1ccc(Oc2ncc3ncc(=O)n(C)c3n2)cc1,16.2%,nt,-10.7%,nt,17.4%,nt,nt
Cc1cccc(N2CCN(C(=O)c3cc4n(n3)C(C(F)(F)F)CC(c3ccco3)N4)CC2)c1C (stereo not given),20.9%,3.2%,-27.7%,5.2%,-27.9%[10 µM],?,0.1%
Cc1ccc[n+](CC(=O)Nc2cc(C(F)(F)F)ccc2Cl)c1,36.9%[38.3 µM],3.5%,0.0%,10.6%,0.3%[10 µM],?,1.1%
CC(Oc1ccc(Cl)cc1Cl)C(=O)NC(=S)N1CCc2ccccc21 (stereo not given),?,5.0%,-25.5%,1.8%,15.1%[10 µM],10.5%,nt
O=C(/C=C/c1ccc(S(=O)(=O)N2CCOCC2)cc1)N1CCN(c2ccccc2)CC1,10.6%,-0.6%,-22.8%[46 µM],4.1%,-51.4%[inhibitor],-5.8%,-13.1%
Cc1nc(-c2ccc3c(c2)OCO3)cs1,1.7%[38.3 µM],-3.5%,16.3%[0.0737 µM],4.1%,-3.0%,9.0%,?
Cc1nn(C)c(C)c1NC(=O)CC12CC3CC(CC(C3)C1)C2,-1.5%,4.7%,-7.9%[46 µM],-6.7%,-29.1%,-10.6%,-10.3%
COc1c(Cl)cc(-c2noc(C)c2C(=O)NCCc2ccc(C)cc2)cc1Cl,16.4%[38.3 µM],18.8%,-2.2%,17.9%,-20.5%,?,-11.8%
Cc1ccc(-n2cccn2)c(CN2CCCC(C(=O)c3sccc3C)C2)c1 (stereo not given),nt,nt,nt,-2.0%,-30.6%[inhibitor],-32.6%,nt
Cc1ccccc1CS(=O)(=O)CCC(=O)N1CCN(c2ccc(N3CCOCC3)nn2)CC1,17.9%[38.3 µM],2.7%,1.6%,3.6%,0.0%,8.4%,-20.9%
O=C(CSc1nc2ccccc2s1)c1cc2ccccc2o1,-7.7%[38.3 µM],-0.8%,-13.6%,-4.0%,-6.6%,-28.4%,-0.2%
Cc1ccc2ccccc2c1Cn1c(-n2ccnc2)nc2c1c(=O)n(C)c(=O)n2C,9.2%[38.3 µM],-2.7%,-0.1%,-1.7%,-4.0%[10 µM],-4.8%,-0.4%
COC(=O)c1ccccc1NC(=O)Nc1ccc2c(c1)OCO2,20.0%[38.3 µM],18.2%,7.5%,-3.3%,-6.2%,-3.3%,-15.4%
COC(=O)C1=C(CN2CCCc3ccccc32)NC(=O)NC1c1ccc(F)cc1 (stereo not given),5.6%[38.3 µM],-0.3%,11.6%,-8.4%,-21.3%,4.9%,-12.5%
COc1ccc2c(CSc3nnc(-c4cccnc4)n3-c3ccccc3F)cc(=O)oc2c1,3.2%,-0.2%,-13.9%,-22.7%,20.3%[10 µM],18.1%,5.0%
CN1CCN(c2ncc3nc(-c4cccs4)c(=O)n(CCC#N)c3n2)CC1,-0.2%,nt,-6.0%,nt,-229.0%[inhibitor],nt,nt
Cn1c(CNC(=O)c2ccc(Cl)cc2)nnc1SCC(=O)Nc1sc2c(c1C#N)CCCC2,21.7%[38.3 µM],-4.6%,26.1%,-1.1%,-0.8%,-16.5%,-19.1%
NS(=O)(=O)c1ccc(NS(=O)(=O)c2cccs2)cc1,29.8%[38.3 µM],20.0%,-0.9%,5.7%,17.3%[0.074 µM],1.4%,?
COc1ccc(-c2csc(N(CCc3ccc(OC)c(OC)c3)C(=O)COc3ccccc3)n2)cc1,13.0%,5.9%,-9.8%,9.0%,-5.2%[10 µM],7.9%,-9.9%
Cc1ccc(S(=O)(=O)N(Cc2ccccc2)c2ccccc2C(=O)NCc2cccnc2)cc1,12.1%,-2.6%,-5.3%,-16.4%,-20.1%[10 µM],-19.6%,-12.1%[1.84 µM]
Clc1ccc(CSc2ncccn2)cc1,23.3%[38.3 µM],3.5%,9.0%,15.8%,-23.2%[0.074 µM],-15.6%,15.4%
O=C(Nc1cccc(S(=O)(=O)N2CCOCC2)c1)c1ccc2ccccc2n1,nt,nt,nt,9.7%,2.4%[10 µM],22.2%[9.22 µM],nt
